# TRPC6 activator: mouse TRPC6 channel activation. AID 2550. B-score at 10 µM. actives 0.13% (n = 310,000). HEK293-TRPC6 membrane potential dye fluorescence; stronger effect = higher value;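 active = B-score of the integrated fluorescence ratio above library mean plus 3 SD, and starting fluorescence ratio within library mean plus 5 SD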;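 also: higher score means more depolarization so channel activation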
# Target sequence (Q61143 whole entry, looked up): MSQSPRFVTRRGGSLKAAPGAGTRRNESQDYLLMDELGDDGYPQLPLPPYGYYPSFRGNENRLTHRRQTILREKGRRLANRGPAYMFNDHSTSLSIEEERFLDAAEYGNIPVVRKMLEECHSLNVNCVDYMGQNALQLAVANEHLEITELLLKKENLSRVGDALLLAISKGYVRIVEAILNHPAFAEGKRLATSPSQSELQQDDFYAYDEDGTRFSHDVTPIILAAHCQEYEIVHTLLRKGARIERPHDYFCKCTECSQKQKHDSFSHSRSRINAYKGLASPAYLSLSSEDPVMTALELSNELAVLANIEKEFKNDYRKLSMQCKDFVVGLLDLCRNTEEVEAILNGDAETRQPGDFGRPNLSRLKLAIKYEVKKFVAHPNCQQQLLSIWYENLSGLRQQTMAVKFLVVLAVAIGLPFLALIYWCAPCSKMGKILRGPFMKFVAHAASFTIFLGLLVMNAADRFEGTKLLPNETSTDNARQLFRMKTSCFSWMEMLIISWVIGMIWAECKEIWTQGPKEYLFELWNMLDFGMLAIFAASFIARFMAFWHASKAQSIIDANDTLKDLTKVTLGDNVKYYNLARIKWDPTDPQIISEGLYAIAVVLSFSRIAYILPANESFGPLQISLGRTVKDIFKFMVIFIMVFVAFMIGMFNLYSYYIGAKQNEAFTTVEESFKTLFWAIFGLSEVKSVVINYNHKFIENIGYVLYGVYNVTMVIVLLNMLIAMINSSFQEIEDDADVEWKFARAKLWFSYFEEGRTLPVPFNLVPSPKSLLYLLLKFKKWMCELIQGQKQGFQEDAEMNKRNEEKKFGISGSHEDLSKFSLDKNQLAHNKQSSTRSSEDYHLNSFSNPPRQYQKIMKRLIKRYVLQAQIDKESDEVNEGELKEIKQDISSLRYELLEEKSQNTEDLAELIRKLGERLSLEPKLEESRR
# TMEM16A act: activators or potentiators of mouse TMEM16A chloride channel; actives 0.3% (n = 340,000); B-score at 10 µM; Q8BHY3; HEK293 TMEM16A/YFP-H148Q/I152L, iodide quench fluorescence; stronger effect = lower value; AID 623877;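 active = fluorescence-ratio B-score plate-corrected deviation score at least 3 library SD below zero, with starting fluorescence score within 5 deviations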;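 also: channel opened by trigger with iodide after compound preincubation; score built on the fluorescence ratio of max minus min over baseline; more negative score means more quench and so TMEM16A activation or potentiation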
# MrgX1 agonist: human MrgX1 receptor agonism, primary screen; MrgX1-HEK293 cells, Fluo-4 calcium fluorescence, agonist mode; stronger effect = higher value; actives 0.44% (n = 310,000); Q96LB2; B-score at 10 µM;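 active = calcium response B-score plate-corrected fluorescence ratio at least 3 library SD, with starting fluorescence B-score inside 5 SD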
#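 Assay system: stable human MrgX1 HEK293 cell line. Quantity: 15,000 cells per well. Schedule: cells plated overnight, dye loaded 0.5 h 37 °C, 0.5 h room temperature. Detection: Fluo-4 NW calcium-flux fluorescence, kinetic read. Read-out basis: peak-minus-minimum fluorescence over baseline, converted to B scores. Control set: positive and negative control wells on each plate.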
# HDAC3 inh: human HDAC3 inhibition; inhibition, % at 8.3 µM; recombinant HDAC3, fluorogenic peptide/trypsin coupled, fluorescence; actives 0.15% (n = 320,000); O15379; in the data active = inhibition above about 26%, passing the limit was not always enough; inconclusive = no clear call, values can overlap the other calls
# RGS4 inh: inhibitors of human RGS4. HEK293 M3R/RGS4 inducible, Fluo-4 calcium flux; stronger effect = higher value; triggered by carbachol at its EC20. B-score at 10 µM. actives 0.45% (n = 310,000). AID 463165;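 active = B-score, a plate-corrected calcium signal, over three deviations above library mean, with baseline fluorescence within five deviations of library mean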;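 also: RGS4 expression induced by doxycycline in cells with stable M3 receptor; B-score is computed from the integrated fluorescence ratio over baseline after carbachol; higher B-score means a larger calcium signal and so more RGS4 inhibition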
# Target sequence (P49798 whole entry, looked up): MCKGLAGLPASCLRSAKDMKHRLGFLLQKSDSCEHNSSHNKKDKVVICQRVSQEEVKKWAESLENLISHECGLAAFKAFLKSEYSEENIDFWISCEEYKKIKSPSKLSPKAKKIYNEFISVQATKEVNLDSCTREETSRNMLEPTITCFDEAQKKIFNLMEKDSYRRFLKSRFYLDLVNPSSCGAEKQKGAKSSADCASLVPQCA
# MrgX1 antagonist: human MrgX1 receptor antagonism, primary screen; B-score at 10 µM; AID 588676; actives 1.3% (n = 310,000); MRGX1-HEK293 calcium flux, Fluo-4, BAM8-22 antagonism; stronger effect = lower value;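 active = calcium-response B-score plate-corrected more than 3 library SD below zero, starting fluorescence within 5 deviations, no agonist response on first addition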;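 also: peak minus trough fluorescence over baseline after final BAM8-22 challenge near maximal dose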
# RGS4 pot: RGS4 potentiation or activation. HEK293 M3R/inducible RGS4, carbachol calcium flux Fluo4; stronger effect = lower value. B-score at 10 µM. actives 0.92% (n = 310,000). AID 463111;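 active = B-score of the integrated calcium signal more than 4 SD below the library mean, with starting fluorescence not abnormally high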;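 also: negative B-score means reduced calcium response which marks RGS4 activation or potentiation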
#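 Reagent: ECmax carbachol challenge; Test system: M3R-expressing HEK293 line, RGS4 induced by doxycycline; Schedule: overnight RGS4 induction, 30 min dye load 37 °C, 20 min compound RT; Detection: calcium dye Fluo4 fluorescence; Read-out: Agonist-evoked peak-minus-minimum fluorescence over baseline, integrated ratio, B score.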
# ANO1 block: mouse TMEM16A channel inhibition, primary screen | Q8BHY3 | HEK293 TMEM16A/YFP iodide influx fluorescence, ionomycin | normalized B-score (activity score, 25-100; higher = stronger inhibition) at 10 µM | actives 1.2% (n = 310,000) | AID 588511;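 active = ratio plate-corrected score three or more library SD toward inhibition, starting fluorescence score within five deviations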;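 also: score derived from kinetic fluorescence span divided by baseline fluorescence per well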
# TRPC6 inh: blocks the mouse TRPC6 cation channel. Q61143. HEK293-TRPC6, membrane potential dye, ACh-evoked depolarization; stronger effect = lower value. B-score at 10 µM. actives 1.1% (n = 310,000). AID 2553;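 active = B-score under library mean minus 3 SD, initial fluorescence not abnormally high, positive integrated signal ratio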;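 also: B-score derived from integrated fluorescence ratio over the kinetic read; more negative B-score means stronger inhibition of depolarization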
# SKKanGAS inh: blocks kanamycin growth of S. pyogenes SKKanGAS strain; inhibition, % at 7.5 µM; BacTiter-Glo, 6 h; actives 1.3% (n = 300,000);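 active = mean replicate score, as percent of positive control median, at least 50; inconclusive = mean below 50 but one replicate at or above 50; inactive = mean and every replicate below 50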;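 also: strain carries kanamycin resistance gene driven by streptokinase promoter and grows in 40 µg/ml kanamycin; loss of luminescence reflects streptokinase promoter inhibition or plain growth inhibition; 0% = median of DMSO wells and 100% = positive control at its reference dose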
# MrgX1 PAM: human MrgX1 positive allosteric modulation, primary screen | Q96LB2 | MrgX1-HEK293, Fluo-4 calcium flux, FDSS; stronger effect = higher value | B-score at 10 µM | actives 0.63% (n = 310,000);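 active = plate-corrected calcium response at least 3 library SD above typical, normal starting fluorescence, not activating the receptor alone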;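 also: compound read alongside a low EC10 to EC30 dose of BAM8-22 agonist; peak minus trough fluorescence over baseline measured at the second addition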
# Starred values were filed as active, the others as inactive; i = inactive; ? = inconclusive; / = not tested or not shown.
SMILES,TRPC6 activator,TMEM16A act,MrgX1 agonist,HDAC3 inh,RGS4 inh,MrgX1 antagonist,RGS4 pot,ANO1 block,TRPC6 inh,SKKanGAS inh,MrgX1 PAM
CCOc1ncccc1C(=O)OCC(=O)NCc1ccc2c(c1)OCO2,i,i,i,-2.9,i,-4.94*,i,i,i,-1.9,i
O=C(Nc1ccc(C(=O)N2CCCCC2)cc1)Nc1cccc(Cl)c1,i,i,i,9.5,i,i,i,i,i,-28.7,i
O=[N+]([O-])c1ccc(N2CCN(S(=O)(=O)c3ccc(Cl)cc3)CC2)cc1NCc1cccnc1,i,i,i,-1.3,i,i,i,i,i,10.4,i
Cc1[nH]c(=O)[nH]c(=O)c1S(=O)(=O)N1CCCC(C(=O)NCc2ccccc2Cl)C1 (stereo not drawn),i,i,i,-0.5,i,i,i,i,i,-5.3,i
Cc1c(C(=O)NCc2ccco2)oc2ccc(S(=O)(=O)N3CCC4(CC3)OCCO4)cc12,i,i,i,4.9,i,i,i,i,i,2.1,i
O=C(Nc1ccccc1)Nc1ccccc1C(=O)NCCCN1CCOCC1,i,i,i,/,i,i,i,i,i,-6.4,i
CCN(CC)CCN(C(=O)c1ccc(N2C(=O)CCC2=O)cc1)c1nc2cc3c(cc2s1)OCO3,i,/,i,13.3,i,i,i,i,i,-3.8,i
Cc1cc(Cl)c(S(=O)(=O)Nc2cc(S(=O)(=O)N3CCOCC3)ccc2F)cc1OCC(N)=O,i,i,i,-2.5,i,i,i,i,i,-0.5,i
Cc1cc(C)n(C(=O)c2ccc(C)c(F)c2F)n1,i,i,i,-2.4,i,i,i,i,i,5.3,i
O=C(NCCCN1CCCC1)c1ccc2c(c1)N(Cc1cccc(Cl)c1)C(=O)c1ccccc1S2=O (stereo not drawn),i,i,i,-1.6,i,i,i,i,i,-0.5,i
CC(=O)Nc1nonc1-c1nc2ccccc2n1N(C(C)=O)C(C)=O,i,i,i,1.1,i,i,i,i,i,/,i
Nc1ccc(C(=O)Nc2nccs2)cc1,i,i,i,5.8,i,i,i,i,i,0.8,i
CC1CN(C(=O)c2ccc(COc3ccccc3Cl)o2)CC(C)O1 (stereo not drawn),i,i,i,-1.4,i,i,i,i,i,0.7,i
CC(=O)c1cccc(Nc2nc(-c3ccccc3)cs2)c1,i,i,i,-0.1,i,i,i,i,i,11.2,i
CCCCN1C[C@H](Cc2ccccc2)[C@@H](CC(=O)NCc2ccc(OC)cc2)C1=O,i,i,i,0.1,i,i,i,i,i,5.6,i
O=C(O)CCc1ccc(-c2ccccc2)n1CC(=O)O,i,i,i,-14.1,i,i,i,i,i,-4.6,i
Cc1ccc(NC(=S)NCc2cccnc2)cc1,i,i,i,0.7,i,i,i,i,i,-3.6,i
O=C(O)C1C2C=CC(C2)C1C(=O)NCCCN1CCOCC1 (stereo not drawn),i,i,i,-7.5,i,i,i,i,i,-6.4,i
CC(C)(C)n1ncc2c(=O)n(CC(=O)Nc3ccccc3)cnc21,i,i,i,0.6,i,i,i,i,i,-22.2,i
CC(C)CC(=O)Nc1ccccc1N1CCCC1,i,i,i,-6.9,i,i,i,i,i,-1.0,i
CC1CCCN(C(=O)c2cc3c(-c4ccc(Cl)cc4)nn(C)c3s2)C1 (stereo not drawn),i,i,i,-8.4,i,i,i,i,i,8.4,i
COc1ncccc1-c1nnn(-c2ccc(Cl)c(Cl)c2)n1,i,i,i,1.3,i,i,i,i,i,-1.5,i
CC(=O)N1CCN(c2ccc(NCc3cccc4ccccc34)cc2)CC1,i,i,i,-0.1,i,i,i,i,i,0.2,i
COc1ccccc1CC(=O)Nc1ccc2c(c1)CCC2,i,i,i,-4.1,i,i,i,i,i,-0.2,i
O=C(O)/C=C/C(=O)N1CCN(C(=O)/C=C/C(=O)O)CC1,i,i,i,0.3,i,i,i,i,i,-6.8,i
Cc1cc(C)c2c(-n3cccc3)c(C(=O)NNS(=O)(=O)c3ccccc3)sc2n1,i,i,i,5.1,i,i,i,i,i,20.4,i
COc1cc2cc(CN(CCc3ccccc3C)C(=S)NCCCN(C)C)c(=O)[nH]c2cc1OC,i,i,i,-3.4,i,i,i,i,i,6.2,i
CN(C)C(=O)/C(=C/c1ccc(-c2cccc([N+](=O)[O-])c2)o1)NC(=O)c1ccccc1,i,i,i,6.1,i,i,i,i,i,3.0,i
Cc1cc([N+](=O)[O-])cc2c1NC(=O)C2(O)N1CCCC(C)C1 (stereo not drawn),i,i,i,4.7,i,i,i,i,i,-2.7,i
CCN(CC)CCCNC(=O)CNC(=O)c1nn(-c2ccc(OC)cc2)c(=O)c2ccccc12,i,i,i,-4.6,i,i,i,i,i,3.5,i
OCC(CO)(CO)NC(=S)Nc1cc(Cl)cc(Cl)c1,i,i,i,-5.0,i,i,i,i,i,1.2,i
Nc1cc(C(=O)N/N=C/c2cccc([N+](=O)[O-])c2)n[nH]c1=O,i,i,i,-15.5,i,i,i,i,i,-7.1,i
O=C(CNC(=O)c1ccco1)OCN1C(=O)c2ccccc2C1=O,i,i,i,-11.5,i,i,i,i,i,0.9,i
COc1cc(C(C)=O)ccc1OCC(O)CN1CCN(c2ccccc2)CC1 (stereo not drawn),i,i,i,-1.1,i,i,i,i,i,-9.6,i
CCC(=O)N1CCc2cc(S(=O)(=O)N3CCc4ccccc43)ccc21,i,i,i,1.7,i,i,i,i,i,0.1,i
COC(=O)c1cc(=O)n(Cc2ccc(OC)c(OC)c2)c(=Nc2ccc(F)cc2)s1,i,i,i,0.4,i,i,i,i,i,7.9,i
CC1CCCC(C)N1/N=C/c1ccccc1F (stereo not drawn),i,i,i,2.4,i,i,i,i,i,0.6,i
COc1cccc(C2=NN(C(=O)CCCC(=O)O)C(c3cccs3)C2)c1 (stereo not drawn),i,i,i,3.5,i,i,i,i,i,9.8,i
CCOc1ccc(/C=C/C(=O)c2ccccc2)cc1,i,i,i,2.3,i,i,i,i,i,2.7,i
CCC(CC)C(=O)Nc1nnc(S(=O)(=O)N2CCCCCC2)s1,i,i,i,-3.4,i,i,i,i,i,2.8,i
CCOC(=O)c1cccc(NC(=O)Cn2cnc3c2c(=O)n(C)c(=O)n3C)c1,i,i,i,-0.2,i,i,i,i,i,-1.9,i
COc1cc(CC(=O)Nc2ccc(N3CCOCC3)cc2)cc(OC)c1OC,i,i,i,-1.6,i,i,i,i,i,-1.2,i
CCOC(=O)c1ccc(NC(=S)NCCC2=CCCCC2)cc1,i,i,i,6.7,i,i,i,i,i,-10.5,i
COc1ccc(/C=N/NC(=O)c2ccccc2O)cc1CSc1ccccn1,i,i,i,5.9,i,i,i,i,i,-2.8,i
COc1ccc(C(=O)NCCCNC(=O)c2cnccn2)cc1Br,i,i,i,-5.2,i,i,i,i,i,2.0,i
CC(C)C(C)NC(=O)CN1C(=O)NC2(CCCCCC2)C1=O (stereo not drawn),i,i,i,2.5,i,i,i,i,i,-1.1,i
O=C1N(c2ccccc2)C2CS(=O)(=O)CC2N1c1ccc(Br)cc1 (stereo not drawn),i,i,i,-5.3,i,i,i,i,i,-0.8,i
CCCC(=O)Nc1ccc2c(c1)nc(CN1CCN(C(C)=O)CC1)n2C,i,i,i,/,i,i,i,i,i,-4.9,i
CCOC(=O)/C(=C\c1ccccc1)NC(=O)c1ccccc1,i,i,i,1.7,i,i,i,i,i,-8.0,i
COC(CNC(=O)c1ccc2c(c1)ncn2-c1cc(C)cc(C)c1)OC,i,i,i,-1.3,i,i,i,i,i,0.7,i

# Going on with the list:
SMILES,TRPC6 activator,TMEM16A act,MrgX1 agonist,HDAC3 inh,RGS4 inh,MrgX1 antagonist,RGS4 pot,ANO1 block,TRPC6 inh,SKKanGAS inh,MrgX1 PAM
COc1ccc(CNC(=O)C[C@H]2C(=O)N(Cc3ccccc3)C[C@@H]2Cc2ccccc2)cc1,i,i,i,-8.0,i,i,i,i,i,4.7,i
COc1cccc(OC2OC3COC(C)(C)OC3C(O)C2NC(C)=O)c1 (stereo not drawn),i,i,i,?,i,i,i,i,i,-7.8,i
CCc1ccc(NC(=O)c2cnccn2)cc1,i,i,i,-0.3,i,i,i,i,i,1.0,i
CN(c1ccccc1)c1nc(N)c([N+](=O)[O-])c(NCCO)n1,i,i,i,5.6,i,i,i,i,i,-1.2,i
Clc1ccccc1C1=CC(c2ccco2)n2nnnc2N1 (stereo not drawn),i,i,i,-9.9,i,i,i,i,i,-12.6,i
Cc1nc(SCc2ccccc2)c(C(F)(F)F)c(=O)[nH]1,i,i,i,1.8,i,i,i,i,i,-0.1,i
CCOCCOc1cccc(C(=O)NC(c2ccccc2)C(C)C)c1 (stereo not drawn),i,i,i,-6.2,i,i,i,i,i,-2.3,i
Cc1ccc(S(=O)(=O)Nc2c(C)n(C)n(-c3ccccc3)c2=O)c(C)c1,i,i,i,-13.5,i,i,i,i,i,-1.5,i
COc1cc(/C=C(\NC(=O)c2ccccc2)C(=O)NC(C(=O)O)c2ccccc2)cc(OC)c1OC (stereo not drawn),i,i,i,2.2,i,i,i,i,i,-2.7,i
O=c1c2ccccc2cnn1Cc1ccc(Br)cc1F,i,i,i,2.2,i,i,i,i,i,-3.5,i
COc1ccc(CCNC(=O)C(C)n2nc(C)c3c(C)n(-c4ccc(C)cc4)nc3c2=O)c(OC)c1 (stereo not drawn),i,i,i,0.8,i,i,i,i,i,7.7,i
CC(=O)OC[C@H]1O[C@@H](O/N=C(\C)CCN2CCCCc3nc(C)c(C)cc32)[C@H](OC(C)=O)[C@@H](OC(C)=O)[C@@H]1OC(C)=O,i,/,i,1.7,i,i,i,i,i,-4.6,i
CNS(=O)(=O)c1ccc2c(c1)oc(=O)c1cc(S(=O)(=O)NC)ccc12,i,i,i,-10.4,i,i,i,i,i,2.7,i
CCc1ccccc1N(C(=O)c1snc(C(N)=O)c1N)C(C(=O)NCC1CCCO1)c1ccc(C)o1 (stereo not drawn),i,i,i,-0.9,i,i,i,i,i,3.0,i
COc1ccc(C(=O)N/C(=C\c2ccc([N+](=O)[O-])cc2)C(=O)NC(CCSC)C(=O)O)cc1 (stereo not drawn),i,i,i,7.0,i,i,i,i,i,-6.5,i
Cc1ccc(NC2=NCC(=O)N2CCc2ccccc2)cc1C,i,i,i,4.7,i,i,i,i,i,2.6,i
CCOC(=O)C1C(=O)C=C(c2ccc(C)cc2)CC1c1ccccc1 (stereo not drawn),i,i,i,4.5,i,i,i,i,i,15.1,i

# Compound activity (PubChem)

# Hits appear at their usual frequency; any-hit rate near 6.7%.
